Compound activity (PubChem)
CRFBP-R2 agonist – agonists of human CRF-binding protein/CRF-R2 receptor complex | hit rate 0.46% among 350,000 | HEK293 CRF-R2/CRF-BP, calcium dye fluorescence (FLIPR); percent of saturating CRF peptide response | activation, % at 13.2 µM;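 active = activation of at least 50%, plus an integration ratio under a set limit after plate pattern correction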;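 also: plate controls were neutral control wells without compound for no effect and CRF at EC100 for full effect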
CHRM5 agonist – CHRM5 agonism in calcium assay; P08912; CHO-K1 hM5 cells, Fluo-8 calcium fluorescence; 0% DMSO wells, 100% maximal acetylcholine response; activation, % at 3 µM; hit rate 0.19% among 360,000; AID 624037;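 active = activation above the run's mean over test compounds plus 3 SD, cut at about 23% in these data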;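 also: signal is peak over basal fluorescence ratio across the kinetic read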
CHRM4 agonist – CHRM4 agonism in calcium assay. CHO-K1 hM4/Gqi5, Fluo-8 calcium fluorescence; vehicle 0%, full acetylcholine response 100%. activation, % at 3 µM. hit rate 0.14% among 360,000. AID 624127;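 active = activation above the run mean over all test wells plus 3 SD, cut at about 32% in these data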;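 also: peak over basal fluorescence ratio per well then scaled between controls; 0% = DMSO wells and 100% = acetylcholine at EC100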
Target sequence (P08173 whole entry, looked up): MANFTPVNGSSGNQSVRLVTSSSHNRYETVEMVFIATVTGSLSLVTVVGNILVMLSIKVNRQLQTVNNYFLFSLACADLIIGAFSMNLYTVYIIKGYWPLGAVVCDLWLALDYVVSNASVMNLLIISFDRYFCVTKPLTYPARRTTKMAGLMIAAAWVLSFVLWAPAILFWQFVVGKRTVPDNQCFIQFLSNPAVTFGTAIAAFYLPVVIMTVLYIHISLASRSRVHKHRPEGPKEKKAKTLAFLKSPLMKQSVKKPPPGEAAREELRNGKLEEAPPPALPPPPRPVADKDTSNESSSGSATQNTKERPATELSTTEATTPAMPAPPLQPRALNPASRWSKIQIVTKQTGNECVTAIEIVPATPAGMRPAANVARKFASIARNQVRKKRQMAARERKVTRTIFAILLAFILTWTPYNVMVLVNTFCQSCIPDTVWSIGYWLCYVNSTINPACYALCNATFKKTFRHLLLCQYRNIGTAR
M4 PAM – positive allosteric modulators of human muscarinic M4 receptor; P08173; CHO-K1 hM4/Gqi5, Fluo-8 calcium fluorescence, ACh EC20; 0% = ACh EC20, 100% = maximal ACh; activation, % at 3 µM; hit rate 0.4% among 360,000; AID 624126;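 active = activation above its plate's cutoff, the mean activation of sample wells plus 3 SD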; also: some results filed as inactive read as strong as hits
M1 antag – human CHRM1 antagonism; P11229; CHO-K1 hM1, Fluo-8 calcium fluorescence, ACh EC80 antagonist; inhibition, % at 3 µM; hit rate 1.3% among 360,000;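 active = percent inhibition above its own plate's cutoff, namely the mean of that plate's compound wells plus 3 SD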;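 also: peak over basal fluorescence ratio during 140 s after agonist addition; 0% = ACh EC80 plus DMSO and 100% = DMSO alone without agonist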
Target sequence (P11229 whole entry, looked up): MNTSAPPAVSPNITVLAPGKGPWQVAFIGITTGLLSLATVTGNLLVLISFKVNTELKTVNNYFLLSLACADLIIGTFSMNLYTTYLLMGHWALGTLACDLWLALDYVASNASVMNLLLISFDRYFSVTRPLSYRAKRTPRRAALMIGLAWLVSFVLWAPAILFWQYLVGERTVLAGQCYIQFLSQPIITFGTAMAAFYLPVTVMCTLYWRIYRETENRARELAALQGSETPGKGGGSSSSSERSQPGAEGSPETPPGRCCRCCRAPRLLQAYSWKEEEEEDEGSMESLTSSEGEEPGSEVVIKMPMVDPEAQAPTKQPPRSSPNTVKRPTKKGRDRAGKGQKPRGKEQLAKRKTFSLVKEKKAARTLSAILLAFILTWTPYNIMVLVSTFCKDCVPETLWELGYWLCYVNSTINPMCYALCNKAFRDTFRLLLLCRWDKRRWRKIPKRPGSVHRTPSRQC
M1 PAM – potentiates human M1 receptor response to acetylcholine. activation, % at 3 µM. hit rate 0.088% among 360,000. CHO-K1 hM1, Fluo-8 calcium fluorescence, ACh EC20; 0% = ACh EC20, 100% = maximal ACh; in the data active = activation above about 19%, passing the limit was not always enough
M5 PAM – positive allosteric modulators of human muscarinic M5 receptor; CHO-K1 hM5, Fluo-8 calcium, ACh EC20 PAM; 0% = ACh EC20, 100% = ACh EC100; activation, % at 3 µM; AID 624038; hit rate 0.3% among 360,000; P08912;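 active = activation above the run cutoff, the mean activation of all test compounds plus 3 SD, cut at about 18% in these data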
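system = human M5 receptor in CHO-K1 cells | reagent = EC20 acetylcholine as agonist stimulus | compound dosing = single-point, 3 µM nominal | incubation = Fluo-8 loading 80 min at 37 °C plus 30 min room temperature | detection = Fluo-8 calcium dye fluorescence, kinetic read | benchmarks = low control EC20 acetylcholine (0%), high control EC100 acetylcholine (100%)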
CHRM4 antagonist – antagonists of human muscarinic M4 receptor (CHRM4); P08173; CHO-hM4 cells, ACh EC80, Fluo-8 calcium fluorescence; inhibition, % at 3 µM; hit rate 0.73% among 360,000; AID 624125;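 active = inhibition above its plate's cutoff, the mean inhibition of sample wells plus 3 SD, cut at about 27% in these data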;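 also: 0% = acetylcholine EC80 with DMSO and 100% = DMSO without agonist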
M5 antag – CHRM5 antagonism in calcium assay; P08912; hit rate 0.59% among 360,000; AID 624040; CHO-hM5 cells, Fluo-8 calcium fluorescence, ACh EC80; inhibition, % at 3 µM;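 active = inhibition above a per-plate cutoff, the mean of that plate's test compounds plus 3 SD, cut at about 27% in these data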;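 also: 0% = acetylcholine EC80 with DMSO and 100% = DMSO without agonist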
Active calls of the source: *; x = no result given. Hits appear at their usual frequency (roughly 2.8% active in at least one column).

CRFBP-R2 agonist,CHRM5 agonist,CHRM4 agonist,M4 PAM,M1 antag,M1 PAM,M5 PAM,CHRM4 antagonist,M5 antag,Compound
-1.6,-3.3,2.2,6.0,-1.7,4.8,-3.6,1.2,3.0,Cc1ccc(NC(=O)CSC2=C(C#N)C(c3ccco3)C3=C(CC(C)(C)CC3=O)N2)cc1 (stereo not given)
5.0,-0.7,1.1,-0.9,-10.3,6.3,6.9,1.4,-4.1,CCNC(=O)Nc1ccc(-n2nc(C)c(C(=O)OCC)c2C)nc1
0.8,-1.5,0.5,-3.6,-2.8,3.8,0.5,0.5,4.5,O=C(CSc1ccc([N+](=O)[O-])cn1)Nc1nccs1
-2.4,-1.3,2.1,-12.5,2.0,0.2,-6.1,4.0,5.5,Cc1ccc(C(=O)N/C(=C\c2cccs2)c2nc3ccccc3[nH]2)cc1
-2.6,-4.4,0.2,-3.8,2.1,-4.4,-0.4,5.1,-0.7,O=C(N/N=C/c1cccs1)c1cc(C2CC2)nc2ccccc12
-1.1,-3.3,2.6,-2.3,-15.2,3.9,-5.8,7.0,4.4,CC(=O)Nc1ccc(NC(=O)c2cc(-c3cc(C)cc(C)c3O)n[nH]2)cc1
13.7,-3.8,0.9,8.5,-9.1,6.6,-0.8,5.8,7.3,S=c1nc(-c2csc3c2CCCC3)[nH][nH]1
-1.5,7.8,18.5,-5.4,15.6,-10.9,-12.2,7.3,12.0,Cc1sc2ncnc(NCC(O)c3ccccc3)c2c1C (stereo not given)
-0.8,-0.4,3.2,3.1,-1.6,-2.6,-1.3,-3.9,10.2,COc1ccc(F)cc1CN1CCN(C(=O)c2ccc(S(=O)(=O)N3CCCCCC3)cc2)CC1
-1.1,1.1,0.8,7.2,-10.1,7.6,-4.8,-1.6,2.8,CCC(=O)Nc1ccc(SC#N)cc1C
-0.7,-1.7,4.6,1.0,-8.0,-0.4,1.2,-5.1,1.2,Cc1ccc(C2(O)CN(c3ccccc3C)C3=[N+]2CCS3)cc1 (stereo not given)
-1.8,1.0,1.8,2.0,-19.3,11.8,-2.3,-4.7,4.6,O=C(/C=C/c1ccccc1Cl)N1CCOCC1
-0.2,-1.8,0.7,1.5,-13.6,6.8,-3.1,-15.6,11.6,O=C(CSc1ncn[nH]1)NCCc1ccc(Cl)cc1
-0.7,1.3,-0.1,-1.1,2.4,2.1,6.6,8.8,6.0,Cc1ccc(S(=O)(=O)N2CCOCC2)cc1NC(=O)CSc1nnc2n1CCCCC2
2.2,-0.3,11.0,-1.7,0.5,2.0,-10.6,-2.1,7.2,CCn1cc(C2C(C(=O)Nc3ccc(Br)cn3)=C(C)NC3=C2C(=O)CCC3)c(C)n1 (stereo not given)
3.2,-1.5,0.9,9.6,3.1,6.5,2.5,-18.8,1.7,O=C(CCN1C(=O)C2CCCCC2C1=O)Nc1ccc(F)c(F)c1F (stereo not given)
0.2,1.3,2.7,4.6,-7.0,7.5,3.1,-8.6,3.1,CCC(C)(C)n1nnnc1C(c1cc2cccc(C)c2[nH]c1=O)N1CCN(C(=O)c2ccco2)CC1 (stereo not given)
8.7,-1.1,1.1,9.2,-9.1,1.6,8.0,-19.3,-15.9,CCCN(C)C[C@@H]1OCc2cnnn2CCCC(=O)N([C@H](C)CO)C[C@H]1C
-0.6,-4.2,0.0,-0.1,-9.1,9.1,1.1,0.4,9.3,CC(=O)N1CCCC1(C(=O)O)c1ccccc1 (stereo not given)
-1.1,-3.9,1.0,2.1,-21.3,1.0,-16.7,-0.4,0.3,Cc1nnc(SC(C)C(=O)Nc2ccc3c(c2)OCCO3)s1 (stereo not given)
-1.8,2.8,1.4,7.5,-2.8,2.9,-3.2,-6.2,1.4,COCCN(C(=O)COC(=O)CCS(=O)(=O)c1ccccc1)c1c(N)n(Cc2ccccc2)c(=O)[nH]c1=O
29.8,-0.9,0.6,9.4,-3.0,4.0,3.4,-9.1,4.0,COc1cccc(-c2csc(/C(C#N)=C/Nc3cc4oc5ccccc5c4cc3OC)n2)c1
-1.0,0.3,0.5,-4.3,-6.6,2.2,-6.1,10.2,6.8,CCOC(=O)CSC1=NC(=O)/C(=C/c2ccc(OC)cc2)S1
-0.1,2.6,-0.3,2.3,-4.1,3.0,5.4,10.5,17.1,CC(C(=O)Nc1ccc(C#N)cc1)N(C)CC(=O)N(C)c1c(N)n(Cc2ccccc2)c(=O)[nH]c1=O (stereo not given)
-2.1,-1.3,0.6,-10.2,3.9,-3.5,-1.2,-6.4,0.8,CCn1c(C)nc2cc(N)ccc21
-4.0,-2.5,1.4,1.0,0.8,2.4,-2.4,-3.8,-8.4,CCOc1ccc(CCNC(=O)CCCn2c(=O)c3cccn3c3cccnc32)cc1OCC
0.1,-2.8,3.5,-2.0,10.5,-3.7,-6.5,-6.0,-2.6,Cc1ccnc(NC(=O)C2CCN(S(=O)(=O)c3cccc(C(F)(F)F)c3)CC2)c1
-1.5,1.2,2.8,4.9,-9.2,11.8,5.0,-7.6,7.2,O=C(NC1CCN(C(=S)NCc2ccco2)CC1)c1cccc(F)c1
5.3,0.1,3.0,3.9,-5.1,2.3,-1.2,-23.7,-3.7,Cc1cnc(NC(=O)CSc2nnc(COc3c(C)cccc3C)o2)s1
-1.6,4.7,0.9,7.8,-14.9,13.0,-8.1,-0.2,4.5,CC1(c2ccc(OC(F)F)cc2)NC(=O)N(CC(=O)N2CCN(C(=O)c3ccco3)CC2)C1=O (stereo not given)
1.1,-10.5,0.8,3.7,-2.5,3.7,-15.4,8.2,46.8*,N#CCCn1cc(/C=N/O)c(-c2cccc([N+](=O)[O-])c2)n1
-0.2,1.4,1.4,1.9,-4.9,2.2,1.2,-5.4,4.7,COC(=O)C1(Cc2ccc(O)cc2)OC(=O)C(O)=C1c1ccc(O)cc1 (stereo not given)
-0.1,0.9,7.9,-4.9,2.6,-4.8,-7.3,-15.1,3.2,CC(CNC(=O)CCCn1c(=O)c2cccn2c2cccnc21)c1ccccc1 (stereo not given)
-0.3,-4.2,2.9,4.8,18.8,-12.2,5.1,-9.9,2.6,COc1ccc(C(CNC(=O)CCNS(=O)(=O)c2ccc(Br)cc2)N2CCCC2)cc1 (stereo not given)
0.2,-1.2,0.8,-5.7,-0.9,14.5,-1.7,-10.1,2.6,O=[N+]([O-])c1ccc(Cl)c(S(=O)(=O)Nc2ccc(S(=O)(=O)N3CCOCC3)cc2)c1
-1.9,-1.9,-1.1,2.9,-8.8,17.9,1.9,-4.5,-0.3,COc1ccccc1C1CCN(C(=O)C2CCCCC2)CC1
-2.8,0.2,1.2,-8.0,-1.8,2.4,0.9,10.4,-11.4,CCn1c(=O)cc(OCC(=O)NCCc2ccc(OC)c(OC)c2)c2ccccc21
0.8,1.1,1.5,1.1,-7.7,8.3,-8.3,3.2,7.7,Cc1ccc(OCC(=O)N2CCN(S(=O)(=O)c3ccccc3)CC2)c([N+](=O)[O-])n1
0.4,-2.9,0.4,1.5,-6.6,8.0,0.6,6.7,-3.4,Cc1cc([N+](=O)[O-])nn1CC(=O)NNC(=S)Nc1ccc(Cl)cc1
1.1,1.9,1.2,-4.4,19.2,-6.2,14.0,1.8,8.5,CCCNC(=O)NC(=O)COC(=O)CNS(=O)(=O)/C=C/c1ccccc1
-1.3,2.2,0.9,7.1,-5.1,0.3,-5.9,-0.1,-6.8,O=C(O)CCCC(=O)Nc1cccc(-c2nc3ccccc3[nH]2)c1
x,3.6,3.1,3.9,x,x,0.6,-8.6,7.9,C#CCNC(=O)C[C@@H]1C[C@@]2(C(=O)OC)CCCCC=C2N(Cc2ccccc2)C1=O
-0.8,-3.6,0.4,15.0,-5.8,4.8,3.7,4.0,-0.1,CCSCc1nnc(SCC(=O)c2ccc(OC)cc2)n1C
0.5,-3.5,2.7,-8.0,19.1,-4.8,-7.9,10.4,4.2,Cc1ccc(Cn2nc(C)c(NC(=O)C3(C)CC3(Br)Br)c2C)cc1 (stereo not given)
1.0,7.1,8.3,2.2,3.0,4.1,-10.7,-6.2,14.5,Cc1cnc(C(=O)OC(C(=O)c2c[nH]c3ccccc23)c2ccccc2)cn1 (stereo not given)
-1.4,2.1,5.8,-1.2,-1.2,1.4,-7.9,14.7,-3.1,CC(=O)c1ccc(S(=O)(=O)NCCC(=O)OCC(=O)N(Cc2ccccc2)C(C)(C)C)cc1
-1.5,0.0,-0.3,0.2,1.6,1.7,-1.9,-3.2,2.8,COc1ccc(OC)c(NC(=O)c2cccc(NC(=O)c3ccccc3C(=O)O)c2)c1
-2.7,0.7,2.0,10.7,-27.4,9.8,0.9,-5.5,2.2,COCCOC(=O)c1c(C)oc2ccc(O)c(CN3CCC(C)CC3)c12
0.6,-6.7,0.4,8.6,-3.5,4.7,-3.0,-1.4,5.3,CCOC(=O)Cn1cc(C(=O)C2CC2)c2ccccc21
0.3,-1.4,-0.1,0.7,3.0,-3.1,3.1,7.1,-4.7,CCCNC(=O)Cc1ncn[nH]1
0.5,5.8,3.0,2.2,-6.3,-0.7,-1.7,7.7,6.9,O=C1CC(NS(=O)(=O)c2cccnc2)CN1c1ccc(Cl)cc1 (stereo not given)
2.6,-0.7,4.5,3.7,-7.9,5.6,2.7,-27.1,-1.1,Cc1ccc(C(=O)CN2C(=O)NC3(CCOc4ccccc43)C2=O)s1 (stereo not given)
1.5,-3.4,-0.7,0.8,-8.3,2.0,1.9,0.1,-2.4,CC(C)C[C@H](NC(=O)C1CC(=O)N(c2ccc3c(c2)OCO3)C1)C(=O)NC1CCCCC1 (stereo not given in full)
2.4,0.4,1.0,3.6,-15.0,13.1,-0.2,-8.3,0.0,CC(C)=C(NC(=O)c1ccccc1Cl)C(=O)NCCc1nc2ccccc2[nH]1
3.2,-2.8,-0.9,-6.0,2.7,-4.2,0.0,0.5,13.0,O=S1(=O)CCOC[C@H](CC2CCCCC2)N1Cc1cccc(Cl)c1
-0.8,-4.4,0.8,2.5,-7.1,6.1,-2.4,-3.6,-0.3,C=CCNC(=O)COc1coc(CN2CCN(Cc3ccccc3)CC2)cc1=O
-2.7,-5.8,-0.4,-11.5,-7.3,3.7,1.1,5.6,-0.2,O=C(N/N=C/c1ccc(OCc2ccccc2)cc1)c1cc[n+](Cc2ccccc2)cc1
1.9,-3.9,1.2,8.5,6.7,0.3,4.6,4.9,-11.9,COc1cc(OC)cc(C(=O)Nc2ccc(S(=O)(=O)Nc3ncccn3)cc2)c1

Some entries already given with just M1 antag, CHRM4 antagonist and M5 antag.
| canonical_smiles | M1 antag | CHRM4 antagonist | M5 antag |
| --- | --- | --- | --- |
| O=C(CSc1ncn[nH]1)NCCc1ccc(Cl)cc1 | -13.6 | -15.6 | 11.6 |
| Cc1ccc(S(=O)(=O)N2CCOCC2)cc1NC(=O)CSc1nnc2n1CCCCC2 | 2.4 | 8.8 | 6.0 |
| CCn1cc(C2C(C(=O)Nc3ccc(Br)cn3)=C(C)NC3=C2C(=O)CCC3)c(C)n1 (stereo not given) | 0.5 | -2.1 | 7.2 |
| O=C(CCN1C(=O)C2CCCCC2C1=O)Nc1ccc(F)c(F)c1F (stereo not given) | 3.1 | -18.8 | 1.7 |
